A549 tox: kills or reduces viability of A549 cells in Nrf2 counter-screen | A549 ARE-Fluc cells, CellTiter-Fluor viability, 18-24 h | Potency, µM (highest dose often 46 µM), inactives show at the top dose activity change, negative = cytotoxicity, hits mostly inhibitors | 390,000 compounds, 0.16% hits; further: potency means the concentration at half of the fitted maximal effect; on the % scale 0 is the no-effect control and ±100 the full control effect
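A549 ARE-Fluc cells in 5% FBS OPTI-MEM, 5000 cells/well, rested 2 h then exposed to compounds in concentration-response for 18-24 h at 37 °C. Viability by CellTiter-Fluor fluorescence (Ex 405/Em 525) after 30 min; luciferase luminescence (BugLite, 15 min, RT) read afterwards.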
Nrf2 inh: Nrf2 pathway inhibition; A549 ARE-Fluc reporter, luciferase luminescence, 18-24 h; Potency, µM (series often up to 46 µM), for inactives: top-dose activity change, negative = inhibition, usual class: inhibitors; 360,000 compounds, 2.1% hits; AID 504444; further: potency means the concentration at half of the fitted maximal effect; on the % scale 0 is the no-effect control and ±100 the full control effect; nearly all actives have a fitted effect of over 60% in size
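Cells were seeded and rested 2 h, then exposed to compounds for 18-24 h. CellTiter-Fluor was read first as a viability measure. BugLite was added 15 min before the final luminescent read of ARE-luciferase activity in A549 cells.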
TGFb inhibitor: inhibitors of TGF-b signaling | 410,000 compounds, 1.2% hits | HepG2 CAGA-GFP TGF-b/SMAD3 reporter, GFP fluorescence, 18 h; TGF-beta stimulated, 500 pg/mL final | Potency, µM (series often up to 46.1 µM), inactives show at the highest dose activity, negative = inhibition, usual class: inhibitors; further: potency means the concentration at half of the fitted maximal effect; on the % scale 0 is the no-effect control and ±100 the full control effect; nearly all actives have a fitted effect of over 65% in size
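Per well, imaged GFP fluorescence of HEPG2 CAGA-GFP cells gives the signal; cells get compound, then TGF-beta (500 pg/mL final), 18 h at 37 degrees C; %Activity versus -TGF-beta and +DMSO controls.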
ATXN viability: viability counter-screen for ATXN expression inhibitors; 400,000 compounds, 0.49% hits; S2 cells (HEK-293 line with an ATXN2-luciferase reporter) viability, CellTiter-Fluor protease fluorescence, 24 h; Potency, µM (top dose mostly 56.7 µM), usual class: cytotoxic; AID 651635; further: potency means the concentration at half of the fitted maximal effect; nearly all actives have a fitted effect of over 40% in size
Akt phos inh: inhibitors of Akt phosphorylation; 360,000 compounds, 0.32% hits; activity change, % for hits at 50 µM; AID 651550; Neuro2A IGF-stimulated pAkt S473 HTRF, 20 min; hits give low values; in the data active means activity change below about -80%; inconclusive means mostly about -51% to -80%; further: on the % scale 0 is the no-effect control and ±100 the full control effect
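Single-point screen (50 µM final compound) in Neuro2A cells stimulated 20 min with 6 nM IGF at 37 deg C. After lysis, Ser473-phosphorylated Akt read by HTRF (ex 330 nm, em 615/665 nm) as the 665/615 ratio.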
HepG2 tox: HepG2 cytotoxicity, counter-screen for TGF-b inhibitors; AID 588856; 410,000 compounds, 0.76% hits; Potency, µM (doses to about 46.1 µM), for the others: at the highest dose activity change, negative = cytotoxicity, usual class: cytotoxic; HepG2 CAGA-GFP viability, ATP luminescence, 18 h; further: potency means the concentration at half of the fitted maximal effect; some results filed as inactive show a strong effect at the top dose
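CellTiter-Glo luminescence gave cytotoxicity after 18 hours at 37 degrees C. The cells were HepG2 CAGA-GFP in 1% FBS DMEM, stimulated with 500 pg/mL TGF-beta after compound addition. %Activity was normalised to no-cell wells (complete cell-killing) and DMSO (no toxicity), and curves were fitted and classified.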
Nrf2 activator: activates Nrf2 signaling. AREc32 ARE-luciferase reporter (MCF7-derived line), luminescence, 24 h. Potency, µM (doses to about 46.1 µM), inactives show at the highest dose activation, most hits filed as activators. 410,000 compounds, 0.31% hits. AID 624171; further: potency means the concentration at half of the fitted maximal effect; % of control where 0% means no effect; nearly all actives have a fitted effect of over 65% in size
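Each well held 1000 AREc32 cells, which were incubated with compound for 24 hr at 37 deg C after overnight attachment, and ARE reporter activity was quantified by firefly luciferase luminescence.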
Mm-Cpn inhibitor: inhibitors of Methanococcus maripaludis chaperonin (MmCpn); 330,000 compounds, 0.031% hits; AID 504842; purified Mm-Cpn ATPase, ADP Transcreener TR-FRET; Potency, µM (highest dose often 76.9 µM), inactives show top-dose activity, negative = inhibition, usual class: inhibitors; further: potency means the concentration at half of the fitted maximal effect; on the % scale 0 is the no-effect control and ±100 the full control effect; nearly all actives have a fitted effect of over 80% in size
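Quantitative HTS used 25 nM Mm-CPN and 10 uM ATP in magnesium/KCl Tris buffer, pH 7.4, with 1 mM DTT. Hydrolysis ran 30 min at 37°C; ADP was read by HTRF.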
CCT chaperon mod: modulators of cytosolic chaperonin (CCT/TRiC) activity; purified chaperonin ATPase assay, HTRF ADP detection, 30 min; activity change, % (concentration not given with the values), hits read low; 360,000 compounds, 0.3% hits; in the data active means activity change below about -30%; further: on the % scale 0 is the no-effect control and ±100 the full control effect
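TRiC at 40 or 20 nM final (batch-dependent) in 30 mM Tris pH 7.4, 100 mM KCl, 5 mM MgCl2, 1 mM DTT, with compound at single 76 uM and 10 uM ATP, 30 min at 37 deg C. ADP detected by HTRF Transcreener, 665/615 ratio.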
* hit, by the source's call; i = inactive; ? = inconclusive; / = no result given; & = joins results of further samples; [ ] = remark or other dose. Unless noted, the call rests on the fitted dose curve; in most records, active means well fitted curve in the direction sought with a large enough effect; inconclusive means small, poorly fitted or top-dose-only effect, or another doubt; inactive means no such curve, though single readings can be large; an effect the other way counts as inactive or inconclusive.

SMILES	A549 tox	Nrf2 inh	TGFb inhibitor	ATXN viability	Akt phos inh	HepG2 tox	Nrf2 activator	Mm-Cpn inhibitor	CCT chaperon mod
CCc1ccccc1NCc1cc(=O)oc2cc(C)ccc12	-2%	0%	-16%	i	i	9%	-0.5%	-1%	0.9
CCc1ccc(S(=O)(=O)N2CCN(c3ccccc3OC)CC2)cc1	4%	0%	-5%	i	i	5%	0.3%	0%	0.1
CCOC(=O)CCCCCC(=O)Nc1ccc2c(c1)C(=O)N([C@H](C)CO)C[C@H](C)[C@@H](CN(C)C(=O)Nc1ccccc1)OCCCC[C@@H](C)O2	/	/	-2%	i	i	-4%	-1.2%	/	-2.4
CCOC(=O)c1c(C#N)cnn1-c1ccc(C)cc1	-6%	/	27%	i	i	37%	0.0%	-1%	-1.6
CC(C)CN1CCNC(=O)C1CC(=O)NCCc1cnn(-c2ccccc2)c1 (stereo unspecified)	8%	7%	11%	i	i	8%	-0.2%	2%	1.2
Cc1cc(Nc2nc3ccccc3nc2Cl)n(-c2ccccc2)n1	-7%	?	-11%	i	i	-1%	11%	1%	-1.8
CCc1nc2ccc(C(=O)NCCOc3ccc(OC)cc3)cn2c1N(CC)Cc1cccc(Br)c1	/	/	?	?	i	-31%	-0.6%	/	-24
Cc1ccc(-n2c(C)cc(C(=O)NS(=O)(=O)c3ccc(C)cc3)c2C)cc1	8%	-2%	11%	i	i	-19%	0.4%	0%	-0.3
c1ccc(COc2ncnc3c2ncn3CCCNCc2ccccn2)cc1	21%	2%	2%	i	i	-14%	0.5%	/	0.0
COc1ccc(-c2[nH]n(-c3ccc([N+](=O)[O-])cc3)c(=O)c2C=NCc2ccc(F)cc2)cc1	-1%	-20%	-12%	i	i	-24%	-1.1%	-4%	-3.7
CCOc1ccc(C2Nc3ccccc3-c3nnc(SCc4ccccc4)nc3O2)cc1OC (stereo unspecified)	5%	1%	8%	i	/	-21%	7.6%	/	/
COc1ccc(OCC(=O)Nc2nc3c(s2)CCCC3)cc1	1%	4%	-2%	?	i	-9%	6.0%	4%	-0.2
c1csc(-c2nnc(N3CCOCC3)c3ccccc23)c1	2%	?	3%	i	i	-4%	-0.6%	-4%	-0.3
COc1ccc(C(=O)NNC(=O)c2ccccc2[N+](=O)[O-])cc1	1%	28%	-7%	?	i	21%	-0.2%	0%	-0.7
COC(=O)C1=C(C)N(CCCC(=O)O)C(=O)NC1c1cccc2ccccc12 (stereo unspecified)	-1%	8%	2%	i	i	2%	-1.4%	/	0.3
O=C(c1cccc(C(F)(F)F)c1)C1CCCN(C(=O)CCn2cnnn2)C1 (stereo unspecified)	0%	5%	-3%	i	i	-4%	0.3%	-1%	-5.7
Cn1cc(Cl)c(C(=O)Nc2cnn(Cc3ccc(F)cc3)c2)n1	-3%	8%	-4%	i	i	1%	0.2%	-4%	-4.3
CCn1c(NCc2cc(Br)ccc2NS(=O)(=O)c2ccc(C)cc2)nc2ccccc21	-8%	/	?	i	i	-22%	-0.6%	-3%	-0.1
CC(=O)c1cccc(NC(=O)Cn2c(-c3cncs3)nc3ccccc32)c1	-12%	-5%	8%	?	/	-20%	3.6%	/	/
O=[N+]([O-])c1cc(-c2nnc(Nc3ccc(O)cc3)c3ccccc23)ccc1N1CCOCC1	-21%	?	?	i	i	-9%	3.7%	2%	0.1

Full records, quoted from the list.
COc1ccc(OCC(=O)Nc2nc3c(s2)CCCC3)cc1 in the list: A549 tox = 1%; Nrf2 inh = 4%; TGFb inhibitor = -2%; ATXN viability = ?; Akt phos inh = i; HepG2 tox = -9%; Nrf2 activator = 6.0%; Mm-Cpn inhibitor = 4%; CCT chaperon mod = -0.2
c1csc(-c2nnc(N3CCOCC3)c3ccccc23)c1 in the list: A549 tox = 2%; Nrf2 inh = ?; TGFb inhibitor = 3%; ATXN viability = i; Akt phos inh = i; HepG2 tox = -4%; Nrf2 activator = -0.6%; Mm-Cpn inhibitor = -4%; CCT chaperon mod = -0.3

Remaining list, next part
SMILES	A549 tox	Nrf2 inh	TGFb inhibitor	ATXN viability	Akt phos inh	HepG2 tox	Nrf2 activator	Mm-Cpn inhibitor	CCT chaperon mod
CCOC(=O)COc1ccccc1-c1ccno1	10%	6%	6%	i	i	-6%	-0.3%	2%	-7.2
O=C(Nc1ccccc1C(=O)N/N=C/c1ccco1)c1ccc(F)cc1	8%	3%	?	i	i	13µM*	2.8µM*	3%	0.5
CCC(C(=O)N1CCN(S(=O)(=O)c2ccc(F)cc2)CC1)c1ccccc1 (stereo unspecified)	12%	-20%	-8%	?	i	-22%	0.0%	0%	1.2
CCN(CC(=O)Nc1ccc(OC)cc1)C(=O)c1cc([N+](=O)[O-])ccc1N1CCOCC1	-8%	1%	-20%	i	i	-1%	-0.1%	1%	0.0
COCC(=O)/C=C1\Sc2ccccc2N1C	2%	14%	-12%	i	i	3%	-0.4%	1%	0.2
Cc1cc(C)nc(N2CCCC(C(=O)NCCc3cccc(F)c3)C2)n1 (stereo unspecified)	7%	/	?	i	/	2%	-0.7%	1%	1.6
CC(=O)c1ccc(-n2c(CCC(=O)O)ccc2-c2cccs2)cc1	-2%&-6%	6%&7%	-14%&1%	?	i	-19%&-2%	10%&2.4%	-1%	0.5
CCCn1c(=N)c(C(=O)NCc2ccc3c(c2)OCO3)cc2c(=O)n3cccc(C)c3nc21	14%	10%	-1%	i	i	-5%	-0.1%	-5%	1.4
COc1ccc(-c2cc(C3CCN(Cc4cccc(C(F)(F)F)c4)CC3)[nH]n2)cc1	?	?	?	i	i	13µM*	-1.5%	0%	-8.3
O=C(NCC1CCCO1)C(=O)N/N=C/c1c(F)cccc1Cl (stereo unspecified)	-1%	19%	11%	i	i	-10%	0.3%	1%	1.9
OC(CNc1nc2ccccc2s1)c1ccccc1 (stereo unspecified)	-10%	12%	?	i	i	-2%	0.6%	1%	-9.7
CCCCn1c(-c2ccc(S(=O)(=O)N3CCOCC3)cc2)csc1=Nc1ccccc1	1%	?	-6%	/	/	0%	2.8%	/	/
CC(C)(C)NC(=O)CN(Cc1cccnc1)C(=O)c1csnn1	-3%	0%	-3%	/	/	-16%	-0.5%	1%	2.1
O=C(NCc1nc(-c2ccc(C(F)(F)F)cc2)no1)Nc1cc(Cl)cc(Cl)c1	-4%	?	?	?	i	-85%	-5.4%	0%	0.8
Cc1cc(=O)[nH]c(NN=C2C3CC4CC(C3)CC2C4)n1	2%	28%	-2%	i	i	-1%	2.9%	0%	0.5
COc1ccc(CC2(CO)CCN(Cc3cc4ccccc4o3)CC2)cc1	0%	-26%	-14%	i	i	-22%	0.8%	0%	-2.5
COCCn1c(SCC(=O)N2CCCC2)nc2c([nH]c3ccccc32)c1=O	-1%	12%	7%	i	i	-12%	2.2%	-2%	-0.8
CCN(CC)C(=O)c1[nH]cnc1C(=O)NCCCCCNC(=O)OC(C)(C)C	0%	4%	2%	i	i	-3%	-0.1%	-1%	-4.0
Cc1ccc(-c2nc(S(=O)(=O)c3ccc(C)cc3)c(SCC(=O)c3ccccc3)o2)cc1	0%	2%[9.27 µM]	-6%	i	/	-20%	3.9%	/	/
CCOC(CNC(=O)c1[nH]c(C(F)(F)F)nc1-c1ccccc1)OCC	/	/	2%	i	i	19%	0.5%	/	-0.4
Cc1cc2nc(-c3ccc(OCc4ccccc4C)cc3)cc(C(F)(F)F)n2n1	-13%	-22%	-9%	i	/	-1%	-0.6%	/	/
Cc1cc(C(=O)COc2ccccc2[N+](=O)[O-])c(C)n1C1CC1	-7%	?	-10%	i	i	-1%	?	-1%	-4.3
Cc1ccccc1Nc1ccc([N+](=O)[O-])cn1	0%	-5%	?	i	i	-11%	-0.2%	0%	-1.8
CC(C)CSc1nnc2[nH]c(=O)cc(N)n12	?	-11%	18%	i	i	-42%	-0.5%	0%	1.0
O=C(O)/C=C/c1cn(Cc2ccccc2)nc1-c1ccccc1	-7%	?	0%	i	i	-1%	-0.6%	1%	-2.7
O=C(Nc1ccc(Br)cn1)c1ccc2ccccc2c1	?	13%	-21%	i	i	-11%	6.0%	-8%	-0.6
O=C(CSc1nnc(COc2ccccc2)n1-c1ccccc1)c1cccs1	-6%	-25%	?	i	i	-69%	16%	0%	-4.7
O=C(N1CCOCC1)N1CCOCC1	-3%	?	-16%	i	i	21%	0.1%	-2%	-0.9
CN(C)/C=C/C(=O)c1ccc(Cl)c([N+](=O)[O-])c1	-11%	3%	-3%	i	i	-80%	13µM*	-1%	1.0
O=C(O)/C(=C\c1ccc(-c2ccccc2[N+](=O)[O-])o1)c1ccccc1	-25%	?	-50%	i	i	-23%	12%	-1%	-0.3
COC(=O)C1=C(C)N(CC(C)C)C(=O)C1	3%	-13%	-10%	i	i	-5%	-0.9%	-2%	0.8
c1ccc2c(c1)OCC(c1nnc3n1-c1ccccc1SC3)O2 (stereo unspecified)	0%	3%	-10%	i	i	-3%	2.1%	3%	-1.3
CCN(CC(=O)Nc1ccccc1C(F)(F)F)C(=O)c1ccccc1OCc1ccc(F)cc1	0%	-4%	-27%	?	i	-6%	0.2%	/	2.7
CC(=O)c1sc(N/N=C\c2c(O)ccc3ccccc23)nc1C	-5%	?	?	i	i	-27%	4.4%	/	-0.4
CCCCCOC(=O)c1ccc(N2C(=O)C3C4C=CC(C4)C3C2=O)cc1 (stereo unspecified)	-5%	-9%	-4%	i	i	-16%	-0.1%	0%	-0.3
COc1cnc(-c2cccc(C(F)(F)F)c2)nc1OC	4%	10%	-1%	i	i	-11%	3.0%	0%	-1.5
CCOC(=O)N1CCc2c(sc3c2c(=O)n(-c2ccc(CC)cc2)c(=O)n3C)C1	-3%	-8%	2%	/	/	-2%	-1.4%	/	/
CNc1cnc(-c2ccc(C(=O)N3CCOCC3)cc2)cn1	/	/	8%	i	i	1%	0.6%	/	0.3

Compound activity as filed in PubChem.

The order is random. Share with any hit: about 4.4%.
